Screens as filed in PubChem.
RECQ1 helicase: RECQ1 (human) helicase inhibition | RECQ1 DNA unwinding, red fluorescence kinetic read | Potency, µM (highest dose often 57.3 µM), inactives show top-dose activity, negative = inhibition, hits mostly inhibitors | AID 2549 | P46063 | 240,000 compounds, 0.54% hits;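 further: plate controls were vehicle for no effect and no enzyme for full effect; nearly all actives have a fitted effect of over 30% in size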
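50 nM RECQ1T1 preincubated 15 min with compound in Tris pH 8.0 buffer with MgCl2, DTT, Tween-20 and 2.5 ug/ml poly(dI-dC); started with 200 nM TAMRA/BHQ-2 forked duplex and 2 mM ATP. Unwinding read as fluorescence (525/598 nm), two reads 2 h apart.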
KDM4E inh: blocks human JMJD2E demethylase activity; JMJD2E catalytic domain, FDH-coupled NADH fluorescence (FDH is formaldehyde dehydrogenase); Potency, µM (highest dose often 57.1 µM), without a hit: top-dose activity change, negative = inhibition, actives largely listed as inhibitors; 230,000 compounds, 1.6% hits; B2RXH2; active means well fitted inhibition curve with a large enough effect, not every such curve was filed as active; inconclusive means small, poorly fitted or top-dose-only effect, or another doubt; inactive means no such curve, though single readings can be large or run the other way;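 further: 0% = wells with enzyme and -100% = buffer wells without enzyme; nearly all actives have a fitted effect of over 50% in size; many of its hits are not listed in these tables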
Target sequence (B2RXH2 1-337 limits assumed): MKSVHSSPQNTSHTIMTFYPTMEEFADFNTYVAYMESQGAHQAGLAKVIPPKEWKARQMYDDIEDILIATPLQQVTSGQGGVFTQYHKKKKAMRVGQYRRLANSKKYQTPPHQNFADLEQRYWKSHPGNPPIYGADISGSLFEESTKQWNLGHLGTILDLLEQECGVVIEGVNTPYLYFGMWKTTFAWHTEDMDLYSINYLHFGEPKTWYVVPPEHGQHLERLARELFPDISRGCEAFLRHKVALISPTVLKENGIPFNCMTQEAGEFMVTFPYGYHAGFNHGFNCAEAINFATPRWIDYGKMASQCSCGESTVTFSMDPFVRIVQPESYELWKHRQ
ALDH1A1 block: blocks purified human ALDH1A1 activity. Purified ALDH1A1, NADH fluorescence, propionaldehyde substrate. Potency, µM (series often up to 75.3 µM), for the others: at the highest dose activity, negative = inhibition, most hits filed as inhibitors. 220,000 compounds, 7.3% hits. AID 1030; active means well fitted inhibition curve with a large enough effect, not every such curve was filed as active; inconclusive means small, poorly fitted or top-dose-only effect, or another doubt; inactive means no such curve, though single readings can be large or run the other way;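 further: plate controls were no enzyme wells and a reference inhibitor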
TRb-SRC2 inh: inhibitors of human thyroid hormone receptor beta-SRC2 interaction. TRbeta-SRC2 peptide binding, fluorescence polarization; receptor liganded with 1 µM T3. Potency, µM (highest dose often 106 µM), without a hit: top-dose activity change, negative = inhibition, most hits filed as inhibitors. 280,000 compounds, 0.065% hits;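 further: plate controls were bound peptide for no effect and peptide without receptor for full effect; nearly all actives have a fitted effect of over 50% in size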
Target sequence (P10828 whole entry, looked up): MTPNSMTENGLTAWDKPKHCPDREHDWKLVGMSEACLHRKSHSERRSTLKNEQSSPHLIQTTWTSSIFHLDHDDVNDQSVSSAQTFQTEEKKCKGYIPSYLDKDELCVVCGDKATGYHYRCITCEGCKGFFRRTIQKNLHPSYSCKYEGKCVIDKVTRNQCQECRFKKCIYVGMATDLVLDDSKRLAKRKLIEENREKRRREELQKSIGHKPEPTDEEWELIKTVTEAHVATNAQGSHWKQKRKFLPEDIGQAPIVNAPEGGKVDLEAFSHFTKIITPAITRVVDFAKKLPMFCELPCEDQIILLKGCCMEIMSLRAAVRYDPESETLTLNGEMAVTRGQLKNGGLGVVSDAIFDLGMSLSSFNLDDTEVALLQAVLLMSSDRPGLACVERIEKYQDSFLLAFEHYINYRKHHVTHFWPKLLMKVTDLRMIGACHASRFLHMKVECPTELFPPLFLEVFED
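Fluorescence polarization of 20 nM Texas Red SRC2 peptide with 0.6 uM human TRb ligand-binding domain, in Tris buffer with 1uM T3 and 5% DMSO. Incubated 5 hr ambient; normalized to unbound and bound controls.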
TR SRC2 fluor cs: counter-screen for TRb-SRC2 inhibitors: fluorescence interference; TRb/SRC2 Texas Red total fluorescence interference; Potency, µM (series often up to 106 µM), for the others: top-dose fluorescence change, negative = quenching; 280,000 compounds, 0.29% hits; active means well fitted curve in either direction with a large enough effect; inconclusive means small, poorly fitted or top-dose-only effect; further: on the % scale 0 is the no-effect control and ±100 the full control effect
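Flags fluorescent or light-absorbing compounds by total fluorescence, S + 2P, at 555 nm excitation and 632 nm emission. Mixture: 20 nM Texas Red SRC2 peptide, 0.6 uM human TRb LBD, 1 uM T3, 5% DMSO; compound exposure 5 h at ambient temperature.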
Lamin A splicing: changes lamin A minigene splicing in HeLa cells; HeLa LMNA splicing GFP/RFP minigene ratio, 48 h; Potency, µM (doses to about 46.1 µM), inactives show at the top dose ratio change, negative = inhibition, usual class: inhibitors; 200,000 compounds, 0.01% hits; active means well fitted inhibition curve with a large enough effect in the signal ratio, with a control signal flat, not every such curve was filed as active; inconclusive means small, poorly fitted or top-dose-only effect, or effect the other way, or a change in a side signal; the % refers to the signal ratio; further: on the % scale 0 is the no-effect control and ±100 the full control effect
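S3 HeLa stable clones carrying a lamin A-EGFP splicing minigene plus DsRed2 were seeded at 600 cells/well in Opti-MEM with 2% FBS, pin-dosed and incubated 48 h at 37°C. Acumen cytometry (488 nm) gave the GFP/RFP total-intensity ratio.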
SMN2 splice enh: enhancers of SMN2 splice variant expression. 210,000 compounds, 2.8% hits. Potency, µM (highest dose often 46.1 µM), without a hit: top-dose activity change, positive = activation, most hits filed as activators. HEK293 SMN2-luciferase splicing reporter, luminescence, 30-36 h. AID 1458; further: % of control where 0% means no effect; nearly all actives have a fitted effect of over 55% in size
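qHTS luciferase splicing reporter: luminescence rises when SMN2 exon 7 is included in transfected HEK293 cells. Compound exposure lasted 30-36 h at 37C, with 4.5 mM final sodium butyrate as control, followed by a ONE-Glo read.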
RGS12 GoLoco inh: RGS12 GoLoco-Gai1 interaction inhibition. 230,000 compounds, 0.44% hits. Potency, µM (doses to about 61.6 µM), inactives show at the highest dose activity, negative = inhibition, usual class: inhibitors. Gai1:RGS12 GoLoco peptide FP, rhodamine, 10 min. P63096. AID 880; active means well fitted inhibition curve with a large enough effect, not every such curve was filed as active; inactive means no such curve, though single readings can be large or run the other way; further: on the % scale 0 is the no-effect control and ±100 the full control effect; nearly all actives have a fitted effect of over 30% in size; many of its hits are not listed in these tables
Numbers without * were called inactive; i = inactive; u = inconclusive; x = not tested or not shown; & = joins results of further samples; [ ] = another dose, or the depositor's remark. Unless noted, the call rests on the fitted dose curve; in most records, active means well fitted curve in the direction sought with a large enough effect; inconclusive means small, poorly fitted or top-dose-only effect, or another doubt; inactive means no such curve, though single readings can be large; an effect the other way counts as inactive or inconclusive. Potency means the concentration at half of the fitted maximal effect. The list is partial; count on the stated rates, not on these rows.

cpd	smiles	RECQ1 helicase	KDM4E inh	ALDH1A1 block	TRb-SRC2 inh
1	O=C(O)c1cc(NCc2ccc3c(c2)OCO3)ccc1N1CCOCC1	i	u	u	-1%
2	COc1ccc(CCNC(=O)CSc2nc3cc(Cl)ccc3o2)cc1OC	10%	4%	6%	-6%
3	Oc1ccc(Cl)cc1C=NCCc1ccccc1	-3%	-8%	18%	2%
4	CC[C@H](C)C(C(=O)N1CCN(C(=O)OC(C)(C)C)CC1)n1cc(C(Cc2ccc(O)cc2)NC(=O)OC(C)(C)C)nn1 (stereo not given in full)	-19%	1%	-1%	7%
5	CC(=O)c1ccc(NC(=O)C2CC(c3ccc(F)cc3)=NO2)cc1 (stereo not given)	-11%	8%	-5%	0%
6	CSc1cccc(NC(=S)N2CCCN(Cc3cccc(Cl)c3)C2)c1	-16%	46%[activator]	-16%	-6%
7	c1ccc2oc(-c3ccn[nH]3)cc2c1	0%	-3%	x	2%
8	CCOC(=O)CSc1nnc(CSc2nc3sc4c(c3c(=O)[nH]2)CCCC4)n1-c1ccccc1	16%	-7%	0%	7%
9	COC(=O)CNC(=O)C1CCN(c2nc(C)cc(C)n2)CC1	-8%	u	u	4%
10	CCOc1ccc(C2CC(c3cccc(OC)c3)Nc3ncnn32)cc1 (stereo not given)	-8%	5%	12%	-4%

cpd	TR SRC2 fluor cs	Lamin A splicing	SMN2 splice enh	RGS12 GoLoco inh
1	-1%	4%	-10%	-4%
2	0%	u	4%	-47%
3	-3%	5%	23%	10%
4	-2%	x	x	-1%
5	2%	18%	-1%	0%
6	-2%	x	-44%[inhibitor]	21%
7	-2%	x	x	2%
8	-2%	-3%	1%	1%
9	-1%	17%	13%	0%
10	-3%	-3%	-14%	7%

Going on with the list:
cpd	smiles	RECQ1 helicase	KDM4E inh	ALDH1A1 block	TRb-SRC2 inh
11	COc1ccc(NC(=S)NCC(c2cccnc2)N2CCOCC2)cc1 (stereo not given)	-13%	10%	-1%	-3%
12	Cn1c(Cc2ccc3c(c2)OCO3)nnc1SCC(=O)NC(C)(C)C	-7%	12%	7%	-1%
13	COc1ccc(CCNC(=O)C2CCN(Cc3nc(-c4cccc(Cl)c4)oc3C)CC2)cc1OC	-1%	8%	-4%	1%
14	O=C(CC(=O)N1CCN(c2ccccn2)CC1)Nc1ccc2nc3n(c(=O)c2c1)CCCCC3	-4%	-4%	u	-3%
15	COc1cc([N+](=O)[O-])c2nccnc2c1	-1%	5%	-5%	-2%
16	CN1C(=O)C(CC(=O)Nc2ccc(Cl)cc2)N(Cc2ccco2)C1=S (stereo not given)	-12%	-2%	u	7%
17	CCOc1ccc(Cc2nc(N)nc(N)n2)cc1	i	7%	11%	-1%
18	CCOc1ccc(NC2=NCCC(=O)N2Cc2cccs2)cc1	i	-5%	u	-2%
19	O=C(O)C1C2C=CC3(O2)C1C(=O)N1c2ccccc2C2OCCC2C13 (stereo not given)	0%	0%	3%	7%
20	COc1cc(OC)c(OC)cc1/C=N/NC(=O)c1ccc2nc[nH]c2c1	-14%	u	-1%	0%

cpd	TR SRC2 fluor cs	Lamin A splicing	SMN2 splice enh	RGS12 GoLoco inh
11	1%	x	x	-6%
12	-1%	0%[46 µM]	5%	4%
13	-2%	u	-34%[inhibitor]	16%
14	-6%	2%	-15%	9%
15	-2%	-5%[46 µM]	x	12%
16	1%	u	1%	6%
17	-3%	u	-34%[inhibitor]	1%
18	-1%	4%	u	-1%
19	2%	4%	7%	-11%
20	-9%	x	x	14%

Continuation:
cpd	smiles	RECQ1 helicase	KDM4E inh	ALDH1A1 block	TRb-SRC2 inh
21	c1ccc(Nc2nc(NCc3ccco3)c3ccccc3n2)cc1	-24%	u	x	11%
22	COc1ccc(C(=O)ON=C2c3ccccc3-c3ccccc32)cc1OC	-12%	3%	-5%	-3%
23	Cc1ccc(/C=C/C(=O)N2CCCC(C(N)=O)C2)o1 (stereo not given)	-3%	-4%	14µM*	9%
24	NC(=O)c1ccc(NC(=O)COC(=O)c2c3c(nc4ccccc24)/C(=C\c2cccs2)CCC3)cc1	-17%	u	u	3%
25	COc1ccc(Oc2cn[nH]c2-c2ccc(O)cc2O)cc1	i	-1%	-8%	5%
26	COc1cccc(OC)c1C(=O)OCC(=O)Nc1cccnc1Cl	-12%	-2%	11%	-5%
27	C#CCN1C(=O)C(O)(CC(=O)/C=C/c2ccco2)c2ccccc21 (stereo not given)	-29%	-1%	1.6µM*	-1%
28	OC1CCN(CC(O)C(F)(F)F)CC1 (stereo not given)	i	4%	-12%	1%
29	O=C(O)CS/C(=C\c1ccc(F)cc1)c1nc2ccccc2s1	i	-10%	9%	2%
30	COc1cc(C(=S)N2CCCC2)cc(OC)c1OS(=O)(=O)c1ccc(NC(C)=O)cc1	-1%	0%	u	3%

cpd	TR SRC2 fluor cs	Lamin A splicing	SMN2 splice enh	RGS12 GoLoco inh
21	0%	x	x	8%
22	-2%	-13%	-10%	-7%
23	2%	x	x	-7%
24	2%	u	-54%[inhibitor]	-30%
25	0%	u	-23%	-4%
26	-1%	x	9%	-7%
27	3%	u	2%	18%
28	-6%	x	-2%	-8%
29	-2%	u	4%	5%
30	-2%	0%	x	-4%

Further entries.
cpd	smiles	RECQ1 helicase	KDM4E inh	ALDH1A1 block	TRb-SRC2 inh
31	CC(C)NC(=O)N1CC2(CCN(C(=O)c3cccn3C)CC2)C1	-7%	x	9%	x
32	CCOc1ccc(/C=C2\SC(=O)N(c3ccc(O)cc3)C2=O)cc1OC	-3%	13%	x	8%
33	Cc1ccc(C(=O)Nc2ccccc2C(=O)NC(Cc2c[nH]c3ccccc23)C(=O)O)cc1 (stereo not given)	i	2%	10%	-2%
34	CCn1c(CC(=O)Nc2ccc(C)cc2)n[nH]c1=S	-20%	2%	8%	-9%
35	CCOC(=O)N/N=C\c1sccc1C	-2%	7%	9%	0%
36	O=C(c1cc([N+](=O)[O-])cc([N+](=O)[O-])c1)N1CCOCC1	-2%	0%	17%	0%
37	Cc1[nH]nc(N2CCCCCC2)c1[N+](=O)[O-]	-9%	2%	-9%	7%
38	Cc1sc2ncnc(OCc3nnc(-c4cccs4)o3)c2c1C	-8%	-26%	-11%	2%
39	O=C(CSc1nnc(-c2cccs2)o1)NCc1ccco1	12%	-14%	6%	-4%
40	COC(=O)[C@H](Cc1ccccc1)NC(=O)O[C@@H]1C(=O)c2cc(OC)ccc2O[C@H]1c1cccc(OC)c1	-11%	u	20µM*	8%

cpd	TR SRC2 fluor cs	Lamin A splicing	SMN2 splice enh	RGS12 GoLoco inh
31	x	x	-10%	0%
32	-1%	x	x	-7%
33	-1%	x	23%	18%
34	-3%	x	0%	10%
35	3%	-16%	-3%[1.84 µM]	-13%
36	-3%	-16%	x	-5%
37	-1%	8%	-20%	8%
38	0%	-8%[46 µM]	-16%	14%
39	-2%	-11%[46 µM]	9%	4%
40	-1%	x	18%	2%

Sorted by molar mass (smallest number first): some entries from above
cpd	smiles	RECQ1 helicase	KDM4E inh	ALDH1A1 block	TRb-SRC2 inh
34	CCn1c(CC(=O)Nc2ccc(C)cc2)n[nH]c1=S	-20%	2%	8%	-9%
31	CC(C)NC(=O)N1CC2(CCN(C(=O)c3cccn3C)CC2)C1	-7%	x	9%	x
33	Cc1ccc(C(=O)Nc2ccccc2C(=O)NC(Cc2c[nH]c3ccccc23)C(=O)O)cc1 (stereo not given)	i	2%	10%	-2%

cpd	TR SRC2 fluor cs	Lamin A splicing	SMN2 splice enh	RGS12 GoLoco inh
34	-3%	x	0%	10%
31	x	x	-10%	0%
33	-1%	x	23%	18%

(cont.)
cpd	smiles	RECQ1 helicase	KDM4E inh	ALDH1A1 block	TRb-SRC2 inh
41	COc1ccccc1NS(=O)(=O)c1cccc(C(=O)NNC(=O)C(NC(N)=O)C(C)C)c1 (stereo not given)	-2%	4%	14%	-2%
42	O=C(NN1C(=O)c2ccccc2NC1c1ccccn1)c1ccc([N+](=O)[O-])cc1 (stereo not given)	-8%	-1%	9%	0%
43	CCOC(=O)c1c(C)n(-c2ccc(C)cc2)c2c(CC(C)=O)c(Br)c(OC)c(O)c12	-2%	-3%	7%	-16%
44	O=S(=O)(Cc1ccc(Cl)cc1)c1ncc(CO)n1Cc1ccccc1	i	4%	1%	9%
45	CCn1c(Cn2nnc(-c3ccccc3)n2)nnc1SCC(=O)Nc1ccc(N(C)C)cc1	-15%	-10%	u	-13%
46	Cn1c(=O)[nH]c(=O)c2c1nc(CN(Cc1ccccc1)Cc1ccccc1)n2CCN1CCOCC1	-5%	2%	u	-5%
47	Cc1cccc(CS(=O)(=O)Cc2ccc(C(=O)NCCCN3CCOCC3)o2)c1	8%	1%	u	-17%
48	COc1ccc(/C=C2\CCOC2=O)cc1	5%&-2%	2%&-2%	-4%&8%	3%&-8%
49	CCOCc1cc(C)[nH]c(=O)c1C#N	-20%	u	u	-9%
50	CC1=C(C(N)=O)C(c2cccs2)n2nc(-c3cccc(Cl)c3)nc2N1 (stereo not given)	-7%	5%	5%	-1%
51	Cc1cc2c3c(c1)C1(C(=O)N3C(C)(C)CC2C)C(C#N)=C(N)Oc2cc(O)ccc21 (stereo not given)	-15%	2%	9%	3%
52	CCn1c(=O)c2c(nc3n2CCCN3c2cccc(C)c2)n(C)c1=O	-13%	8%	x	-4%
53	O=C(NC(Cc1ccccc1)C(=O)O)OCc1ccccc1 (stereo not given)	-3%	7%	18%	3%

cpd	TR SRC2 fluor cs	Lamin A splicing	SMN2 splice enh	RGS12 GoLoco inh
41	3%	1%[46 µM]	x	-6%
42	u	-3%	5%	4%
43	1%	9%	-28%	0%
44	0%	26%[46 µM]	-21%	5%
45	-3%	0%	x	x
46	-2%	-1%	-17%	6%
47	-1%	-2%	8%	-9%
48	-1%&2%	6%	-15%	7%&5%
49	-1%	5%[0.0737 µM]	-3%	6%
50	0%	-17%	-8%	10%
51	1%	4%	18%	9%
52	-6%	x	x	-7%
53	1%	6%	-1%	4%
